Source: PubChem
GLP-1R agonist = GLP-1 receptor (human) agonism; HEK293 GLP-1R CRE-luciferase, luminescence, 4-6 h; cells express a hypersensitive GLP-1R form; Potency, µM (titrated, usually from 45.6 µM), without a hit: at the highest dose activation, most hits filed as activators; 380,000 tested, 0.007% active; further: potency means the concentration at half of the fitted maximal effect; % of control where 0% means no effect
PTHR1 ag = PTHR1 (human) receptor agonism | HEK293 GP2 PTHR1 cells, GloSensor cAMP luminescence, 1 h | Potency, µM (doses to about 115 µM), for the others: at the top dose activation, hits mostly activators | Q03431 | 410,000 tested, 0.075% active; further: potency means the concentration at half of the fitted maximal effect; nearly all actives have a fitted effect of over 55% in size; some results filed as inactive show a strong effect at the top dose; inactives centre near -15; many of its hits are not listed in these tables
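HEK-293-derived GP2 cells expressing PTHR1 and a GloSensor cAMP reporter, 3,000/well, plated overnight, given luciferin plus IBMX (each 0.5 mM as added) for 1 h at 37 °C, then compound for 1 h at 37 °C. Luminescence was read after 15 min at room temperature.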
EPAC1 ag = activates human EPAC1 exchange factor | O95398 | EPAC1 agonist qHTS, biochemical assay; response scale: 100% = response to 6.5 mM cAMP | Potency, µM (top dose mostly 154 µM), without a hit: at the top dose activation, hits mostly activators | 360,000 tested, 0.073% active | AID 720707; further: potency means the concentration at half of the fitted maximal effect; nearly all actives have a fitted effect of over 60% in size
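Read-out is the fluorescence drop as BODIPY-GDP leaves Rap1B (480 nm excitation, 540 nm emission), recorded every 5 minutes over 30 minutes. Reactions held 100 nM EPAC1, 250 nM Rap1B–BODIPY-GDP and 50 uM GDP, with 6.5 mM cAMP setting full activation.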
PI5P4K alpha inh = inhibitors of human PI5P4K alpha; AID 652105; PI5P4Kalpha enzyme, ADP-Glo luminescence, 60 min; hits give low values; 330,000 tested, 1.2% active; P48426; max response, %; active means max response of -50% or lower; inconclusive means between -30% and -50%; inactive means -30% or higher; further: value at the top dose of about 77 µM; on the % scale 0 is the no-effect control and ±100 the full control effect
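ADP-Glo luminescence end-point after a 60 min room-temperature kinase reaction. PI5P4Kalpha and substrate in HEPES pH 7.4 buffer with EGTA, 0.1% CHAPS and 5% DMSO; ATP at 5 microM final.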
GLP1R cytotox = cytotoxic in the GLP-1 receptor inverse agonist counter-screen; Potency, µM (top dose mostly 38.3 µM), without a hit: at the highest dose activity change, negative = inhibition, actives largely listed as inhibitors; HEK293 cAMP-luciferase reporter cells, luminescence, 24 h; 410,000 tested, 0.13% active;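 further: loss of luciferase light is scored as toxicity; potency means the concentration at half of the fitted maximal effect; on the % scale 0 is the no-effect control and ±100 the full control effect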
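Cells in DMEM/10% Nu serum/1% pen-strep, 1536-well format. Pre-incubated 12 h, dosed with 23 nL compound, incubated a further 24 h. Luciferase detection, 12 min at room temp, luminescence.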
IL-2 act = activators of IL-2 | AID 652025 | 360,000 tested, 0.065% active | IL-2 activation reporter assay, cell-based qHTS; stimulated with anti-CD3/CD4/CD28 beads; in transgenic mouse T cells | activation, % (series mostly up to about 46 µM); in the data active means activation above about 50%; inconclusive means mostly about 30% to 49%; further: 0% is about no effect
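Unstimulated transgenic mouse T cells; 60-min compound exposure; bead-based TCR/CD4/CD28 stimulation; 18 h culture, 37 degrees C; dual fluorescence (EGFP, DsRed) plate cytometry.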
EPAC1 antag = antagonists of human EPAC1; EPAC1 GEF assay, Rap1b-BODIPY-GDP exchange fluorescence; Potency, µM (highest dose often 115 µM), for inactives: at the highest dose activity change, negative = inhibition, usual class: inhibitors; 360,000 tested, 0.14% active; AID 720709;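 further: potency means the concentration at half of the fitted maximal effect; plate controls were vehicle for no effect and positive control for full effect; nearly all actives have a fitted effect of over 50% in size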
PLK1 PBD inh = blocks phosphopeptide binding to human PLK1 polo-box domain; P53350; Plk1 PBD binding of FITC phosphopeptide, fluorescence polarization; Potency, µM, inactives show max response, negative = inhibition, most hits filed as inhibitors; 360,000 tested, 2.8% active; further: potency means the concentration at half of the fitted maximal effect; series mostly up to about 57 µM; on the % scale 0 is the no-effect control and ±100 the full control effect; nearly all actives have a fitted effect of over 65% in size
GLP-1R inv ag = inverse agonists of human GLP-1 receptor; P43220; HEK293 GLP-1R CRE-luciferase, luminescence, 24 h; GLP-1R form is constitutively active; Potency, µM (doses to about 38.3 µM), for the others: at the top dose activity change, negative = inhibition, usual class: inhibitors; 410,000 tested, 1.6% active; further: potency means the concentration at half of the fitted maximal effect; on the % scale 0 is the no-effect control and ±100 the full control effect; nearly all actives have a fitted effect of over 55% in size
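HEK293 cells stably co-expressing constitutively active GLP-1R and a cAMP-responsive luciferase reporter were seeded in DMEM with 10% Nu serum, given compounds after 12 h, and incubated 24 h at 37 deg C. Luminescence was then read.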
* = called active by the depositor; i = inactive; u = inconclusive; x = no result given; [ ] = another dose, or the depositor's remark. Unless noted, the call rests on the fitted dose curve; in most records, active means well fitted curve in the direction sought with a large enough effect; inconclusive means small, poorly fitted or top-dose-only effect, or another doubt; inactive means no such curve, though single readings can be large; an effect the other way counts as inactive or inconclusive.

SMILES	GLP-1R agonist	PTHR1 ag	EPAC1 ag	PI5P4K alpha inh	GLP1R cytotox	IL-2 act	EPAC1 antag	PLK1 PBD inh	GLP-1R inv ag
C=CCC(NCc1ccccc1)c1ccc(C)o1 (stereo not drawn)	-5%	i	-11%	-17	-11%	0.0	2%	11µM*	-4%
Cc1ccc(-c2ccc(CCC(=O)O)n2NC(=O)c2ccc([N+](=O)[O-])cc2)cc1	1%	-1%	9%	-4	-22%	-1.3	15%	-1%	-8%
O=C(NC1CCCCC1)C(c1ccc2ncccc2c1)N(Cc1ccc2c(c1)OCO2)C(=O)c1cccs1 (stereo not drawn)	-2%	-4%	21%	x	u	-2.1	2%	-9%	-3%
CCCn1c(N)c(C(=O)CSc2n[nH]c(-c3ccc(C)cc3)n2)c(=O)[nH]c1=O	3%	i	u	-7	-19%	1.3	-9%	-1%	-7%
O=C(CCN1C(=O)c2cccc3cccc(c23)C1=O)N1CCN(c2ccccc2F)CC1	5%	u	-11%	-9	-6%	-1.5	2%	-7%	1%
COc1ccc(N(CC(=O)N2CCN(c3ccc(Cl)cc3)CC2)S(=O)(=O)c2c(C)n[nH]c2C)cc1	13%	-10%	6%	8	-11%	-0.9	-9%	-8%	11µM*
O=C(O)/C=C/C(=O)Nc1ccc(Oc2ncnc3cc(Cl)ccc23)nc1	3%	-4%	6%	u	-4%	-0.1	-3%	-16%	14%
CN(C)C(=O)C12CCC(C)(c3nc4ccccc4nc31)C2(C)C (stereo not drawn)	6%	i	4%	x	-24%	-0.2	-2%	-9%	-3%
O=C(NC1CC1)c1ccc(-c2ccc3nccn3c2)cc1	-4%	7%	-8%	-8	0%	0.1	-8%	-5%	13%
CCCc1c(NC(=O)Nc2ccc(Cl)cc2Cl)cnn1-c1ccccc1	-1%	-5%	2%	1	0%	-0.5	18%	-5%	-42%
O=C(NCCCn1ccnc1)c1cc(C(=O)C2CCCCC2)c[nH]1	9%	i	14%	-11	-2%	-4.0	1%	-13%	u
NS(=O)(=O)c1ccc(CNC(=O)c2cc(-c3cccnc3)nc3ccc(Br)cc23)cc1	6%	-11%	5%	-5	u	-3.2	17%	-18%	u
CC(C)(C)C(=O)NC(=S)Nc1sc2c(c1C#N)CCCCC2	2%	-5%	-5%	9	10%	0.9	-2%	-23%	u
O=C(NNC(=O)c1ccccc1[N+](=O)[O-])Nc1ccc(Cl)cc1	11%	i	10%	-3	13%	2.2	-19%	-10%	7%
Cc1ccc(S(=O)(=O)NN2C(=O)/C(=C/c3cccc(F)c3)SC2=S)cc1	-1%	i	-3%	-17	9%	-0.1	u	u	u
NS(=O)(=O)c1cccc(NC(=O)COC(=O)/C=C/c2nc3ccccc3s2)c1	-5%	-3%	-7%	-2	-9%	0.1	-19%	-3%	35%[activator]
Cc1ccc(S(=O)(=O)Cc2nc3ccccc3c(=O)[nH]2)cc1	-7%	i	20%	4	-7%	1.3	0%	-5%	1%
COc1ccc(CN2C(=O)CN(S(C)(=O)=O)CC2(C)C(=O)Nc2ccc3c(c2)OCCO3)cc1OC (stereo not drawn)	x	12%	-11%	3	-8%	1.4	0%	-13%	-3%
Cc1ccc(NC(=S)NC(NC(=O)c2ccccc2)C(Cl)(Cl)Cl)c(C)c1 (stereo not drawn)	-23%	-1%	-6%	-4	u	-0.6	-5%	-7%	3.5µM*
CC(=O)OC(Cn1nc(C)cc1C)c1ccccc1 (stereo not drawn)	-11%	i	0%	1	-8%	2.0	-6%	u	8%
CCc1ccc2c(c1)NC(=O)C2(C)Cc1ccc(C(F)(F)F)o1 (stereo not drawn)	15%	-21%	-24%	5	-17%	-0.7	-21%	6%	u
COc1ccccc1CN(C)C(=O)c1ccccc1Sc1ccccc1C#N	-3%	-77%[inhibitor]	4%	10	7%	-7.5	6%	-17%	u
O=C1CCC([N+](=O)[O-])C(c2ccc(-c3ccccc3)cc2)N1 (stereo not drawn)	6%	i	7%	1	-5%	0.4	3%	-9%	14%
CCCCNC(=O)C1c2cc(OC)c(OC)cc2C(=O)N(C)C1c1ccc(OC)cc1 (stereo not drawn)	-1%	i	6%	-3	23%	-2.5	2%	-8%	1%
Cc1cc(C)c(C#N)c(Nc2cccc(C)c2C)n1	18%	-7%	8%	-2	-16%	-0.8	0%	1%	-10%
SMILES	GLP-1R agonist	PTHR1 ag	EPAC1 ag	PI5P4K alpha inh	GLP1R cytotox	IL-2 act	EPAC1 antag	PLK1 PBD inh	GLP-1R inv ag
CC1CCN(S(=O)(=O)c2ccc3c(c2)n(C)c(=O)n3C)CC1	22%	-1%	-5%	-5	-7%	-1.1	-7%	-6%	48%[activator]
Cc1cc(SCC(=O)N2CCCC2=O)nc2ccccc12	5%	i	4%	9	3%	-0.5	0%	u	3%
c1ccc(Cn2cc(-c3cccnc3)cn2)cc1	23%	i	8%	1	-15%	0.4	1%	2%	14%
Cc1ccc(-c2csc3ncnc(-n4cnc5ccccc54)c23)cc1	17%	-34%[inhibitor]	6%	3	-11%	0.6	-5%	4%	u
CCC1C(=O)N=C(SCC(=O)Nc2ccc(Br)cn2)NC1=O (stereo not drawn)	-4%	i	-8%	u	-17%	-0.5	-9%	27µM*	17%
COc1ccc(S(=O)(=O)N2CCCCCC2)cc1C(=O)N(C)Cc1cccs1	-1%	-39%[inhibitor]	3%	-4	0%	-0.5	-7%	-2%	-15%
COc1ccc(NC(=O)c2cc(-c3ccc(C)cc3)on2)cc1OC	1%	i	-2%	3	-5%	1.3	-26%	-12%	3%
CC(CCc1ccccc1)NC(=O)CCNC(=O)Cn1ccc2ccccc2c1=O (stereo not drawn)	-4%	i	-11%	-2	-4%	-3.5	12%	-7%	-10%
CN(CC(=O)O/N=C(\N)c1ccccn1)S(=O)(=O)c1ccc(Br)cc1	11%	i	-1%	x	-3%	-1.1	-3%	-5%	-6%
CC(=O)c1ccccc1OCC(O)Cn1ccnc1 (stereo not drawn)	-4%	-11%	-2%	0	-7%	0.2	1%	5%	12%
CCc1nc2ccccc2c(C(=O)OCC(=O)Nc2cccc(S(=O)(=O)NC3=NCCCCC3)c2)c1C	3%	-31%[inhibitor]	1%	-3	-18%	-1.8	-13%	3%	-12%
COC(=O)C[C@@H]1C[C@@H]2c3cc(NC(=O)NC4CCCCC4)ccc3O[C@@H]2[C@H](CO)O1	-8%	2%	-21%	1	0%	-1.4	-4%	-13%	9%
CCOC(=O)CCCNC(=O)CN1C(=O)NC(c2ccccc2)(c2ccccc2)C1=O	11%	i	9%	-3	-8%	0.7	0%	-9%	-12%
c1ccc(-c2ccc(-c3cn4c(n3)CCC4)cc2)cc1	-17%	-32%	-10%	2	2%	3.6	-7%	-22%	u
C#CCOCCOCCOCCNc1nc(N2CCN(C(=O)[C@H](CCCN=C(N)N)n3cc(C(N)[C@@H](C)CC)nn3)CC2)nc(N2CCN(C(=O)[C@H](CC(N)=O)n3cc([C@@H](N)C(C)C)nn3)CC2)n1 (stereo partly drawn)	-2%	0%	5%	21	-27%	-0.3	23%	-12%	3%
Cc1cc(C)n2c(SCc3ccc(Cl)cc3Cl)nnc2n1	10%	-70%[inhibitor]	-4%	7	3%	0.1	7%	-8%	0%
Cc1cc(C)n(-c2ccc(Cl)c(C(=O)OCC(N)=O)n2)n1	-5%	-12%	6%	x	5%	-2.6	14%	-8%	8%
O=C(NC1CCS(=O)(=O)C1)c1cccc(S(=O)(=O)N2CCCCC2)c1 (stereo not drawn)	-8%	i	18%	5	-9%	-0.7	-21%	-20%	2%
CCN(CC(=O)Nc1ccccc1OC)C(=O)CN1C(=O)NC(C)(c2ccc3ccccc3c2)C1=O (stereo not drawn)	8%	-7%	-4%	-5	-7%	0.8	-7%	-3%	-5%
Cn1c(=O)c2c(nc(NCc3ccccc3)n2C)n(C)c1=O	5%	i	-9%	0	-2%	-0.8	6%	-1%	25%
Cc1cccc(C)c1NC(=O)CSc1nnnn1C	-3%	i	12%	x	1%	1.2	-3%	-6%	16%
O=C(COC(=O)c1ccccc1-n1cnnn1)c1ccc(Br)cc1	-8%	-13%	2%	8	4%	-0.1	11%	3%	-19%

Record cards (already shown).
`CCOC(=O)CCCNC(=O)CN1C(=O)NC(c2ccccc2)(c2ccccc2)C1=O` is listed as GLP-1R agonist: 11%; PTHR1 ag: i; EPAC1 ag: 9%; PI5P4K alpha inh: -3; GLP1R cytotox: -8%; IL-2 act: 0.7; EPAC1 antag: 0%; PLK1 PBD inh: -9%; GLP-1R inv ag: -12%
`CC(=O)c1ccccc1OCC(O)Cn1ccnc1` (stereo not drawn) is listed as GLP-1R agonist: -4%; PTHR1 ag: -11%; EPAC1 ag: -2%; PI5P4K alpha inh: 0; GLP1R cytotox: -7%; IL-2 act: 0.2; EPAC1 antag: 1%; PLK1 PBD inh: 5%; GLP-1R inv ag: 12%

Structural class: the entries above with a Cl atom.
SMILES	GLP-1R agonist	PTHR1 ag	EPAC1 ag	PI5P4K alpha inh	GLP1R cytotox	IL-2 act	EPAC1 antag	PLK1 PBD inh	GLP-1R inv ag
COc1ccc(N(CC(=O)N2CCN(c3ccc(Cl)cc3)CC2)S(=O)(=O)c2c(C)n[nH]c2C)cc1	13%	-10%	6%	8	-11%	-0.9	-9%	-8%	11µM*
O=C(O)/C=C/C(=O)Nc1ccc(Oc2ncnc3cc(Cl)ccc23)nc1	3%	-4%	6%	u	-4%	-0.1	-3%	-16%	14%
CCCc1c(NC(=O)Nc2ccc(Cl)cc2Cl)cnn1-c1ccccc1	-1%	-5%	2%	1	0%	-0.5	18%	-5%	-42%
O=C(NNC(=O)c1ccccc1[N+](=O)[O-])Nc1ccc(Cl)cc1	11%	i	10%	-3	13%	2.2	-19%	-10%	7%
Cc1ccc(NC(=S)NC(NC(=O)c2ccccc2)C(Cl)(Cl)Cl)c(C)c1 (stereo not drawn)	-23%	-1%	-6%	-4	u	-0.6	-5%	-7%	3.5µM*
Cc1cc(C)n2c(SCc3ccc(Cl)cc3Cl)nnc2n1	10%	-70%[inhibitor]	-4%	7	3%	0.1	7%	-8%	0%
Cc1cc(C)n(-c2ccc(Cl)c(C(=O)OCC(N)=O)n2)n1	-5%	-12%	6%	x	5%	-2.6	14%	-8%	8%

These rows are one share of the data; the hit share may differ from the screen's.
